TAG inh: inhibitors of triacylglycerol accumulation, primary screen, cell-based, uHTS, fluorescence, H9c2. H9c2 cells, Nile Red lipid (TAG) fluorescence; cells loaded with 200 µM oleic acid. inhibition, % at 12.5 µM. hit rate 0.66% among 230,000;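 active = pattern-corrected inhibition of lipid staining of at least 50% with the nuclear-stain viability signal not falling by more than 50%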;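 also: 0% = DMSO wells and 100% = triacsin C control wells; some results filed as inactive read as strong as hits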
TAG inh DAPI viability: also measured in TAG inh; calls as there; DAPI nuclei signal change (viability), lower = more cytotoxic, %;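 whole-well DAPI fluorescence read on a plate reader as a viability signal; minus 50 percent equals half of cells still viable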
* = called active by the depositor.

SMILES | TAG inh | TAG inh DAPI viability
Cc1ccc(NC(=O)CN(C)C(=O)/C=C/c2ccc3c(c2)OCO3)cc1 | -23.8 | 3.0
Cc1ccc(S(=O)(=O)N2CC3(O)CN(C(=O)OC(C)C)N(C(=O)OC(C)C)CC3(OC(=O)Nc3c(C)noc3C)C2)cc1 (stereo not given) | 8.6 | -1.6
C[C@H]1CN([C@@H](C)CO)C(=O)c2cc(NC(=O)Nc3cccc4ccccc34)ccc2O[C@@H]1CN(C)Cc1ccc(-c2ccccc2)cc1 | 71.6* | -0.2*
CC1=C(C(=O)Nc2ccccn2)C(c2ccc3c(c2)OCO3)C2=C(CC(C)(C)CC2=O)N1 (stereo not given) | 0.2 | 3.7
COc1ccccc1C(c1nnnn1CCc1ccccc1)N1CCCCCC1 (stereo not given) | 10.5 | 11.7
CC1(C)Cc2c(cnn2-c2cccc(F)c2)C(NC(=O)c2csnn2)C1 (stereo not given) | -8.6 | -2.9
CCOc1ccc(-c2cccc(NC(=O)c3cccs3)c2)nn1 | 5.6 | 1.3
O=C(NCCN1CCOCC1)c1cc(-c2ccc(F)cc2)nc2ccccc12 | 5.2 | 4.7
CN(C)C(=O)CCc1ccc2c3c([nH]c2c1)[C@]1(CCc2ccccc2)[C@@H](C(=O)N2CCCCC2)C[C@H](CC(=O)NCc2cccc(C(F)(F)F)c2)C(=O)N1CC3 | 5.6 | 1.4
Cc1ccc(S(=O)(=O)N2CCCCC2)cc1NC(=O)CNc1ccccc1N1CCCC1=O | 0.5 | -3.5
O=C(NCCCN1CCCC1=O)c1ccc([N+](=O)[O-])s1 | -7.6 | 1.0
COc1ccc(-c2ccc(CN3C(C(C)C)C(=O)N(Cc4cn(Cc5ccco5)nn4)CCS3(=O)=O)cc2)cn1 (stereo not given) | -2.3 | -5.4
COc1ccc2oc(=Nc3ccc(C(=O)O)cc3)c(C(=O)NCc3ccco3)cc2c1 | -5.1 | -3.2
CC(O)CNCCOc1ccccc1-c1ccccc1 (stereo not given) | -8.9 | 13.8
COc1ccccc1N1CCN(CC(=O)N2CCCC2)CC1 | 5.7 | -4.3
NS(=O)(=O)c1ccc(NNC(=O)c2ccccc2)cc1 | 41.9 | -21.2
O=S1(=O)CCN(Cc2ccccc2)CC1 | -6.6 | -5.7
COc1cccc(C(=O)Nc2cc(C)on2)c1OC | 10.2 | -4.6
Cc1ccc(-n2nnc3c(=O)n(CC(=O)NCc4ccccc4)cnc32)cc1 | 6.8 | -2.4
O=C(O)/C=C/C(=O)NC1CCCCCCCCCCC1 | 1.2 | 3.0

Two entries from above, with two lines to a compound.
Order of values: TAG inh | TAG inh DAPI viability
COc1ccc(-c2ccc(CN3C(C(C)C)C(=O)N(Cc4cn(Cc5ccco5)nn4)CCS3(=O)=O)cc2)cn1 (stereo not given)
    -2.3 | -5.4
COc1ccc2oc(=Nc3ccc(C(=O)O)cc3)c(C(=O)NCc3ccco3)cc2c1
    -5.1 | -3.2

In a second layout: entries from further up.
The line under a structure holds: TAG inh	TAG inh DAPI viability
COc1cccc(C(=O)Nc2cc(C)on2)c1OC
  10.2	-4.6
O=S1(=O)CCN(Cc2ccccc2)CC1
  -6.6	-5.7
COc1ccc2oc(=Nc3ccc(C(=O)O)cc3)c(C(=O)NCc3ccco3)cc2c1
  -5.1	-3.2

Going on with the list.
SMILES | TAG inh | TAG inh DAPI viability
Cn1cnnc1SCCCN1C(=O)c2cccc3cccc(c23)C1=O | -1.7 | -0.7
Cc1cc(C)cc(NC(=O)CN2C(=O)C3CC=CCC3C2=O)c1 (stereo not given) | -20.4 | -4.6
CC(=O)c1ccc(S(=O)(=O)NCCC(=O)OCC(=O)N(Cc2ccccc2)C(C)(C)C)cc1 | -7.8 | 4.0
Cc1ccc(NC(=O)CSc2nc(=O)n(CCN3CCOCC3)c3c2CCCC3)cc1 | 15.1 | -1.7
CCOc1ccc(-c2cccc(NS(=O)(=O)c3ccc([N+](=O)[O-])cc3)c2)nn1 | 0.3 | 5.5
CS(=O)(=O)N(CC(=O)NCc1cccnc1)C1CCCCC1 | -6.6 | 10.8
CC(=O)c1c(C)[nH]c(C(=O)COC(=O)c2nccnc2N)c1C | 4.6 | 3.4
CCOC(=O)C1C(c2cc(OC)c(OC)c(OC)c2)NC(=S)NC1(O)C(F)(F)F (stereo not given) | 1.1 | -2.2
CC[C@]1(C(=O)OC)[C@H]2C(=O)N(Cc3ccccc3)C(=O)[C@H]2[C@H]2CN=C(SCC3CC3)N21 | -2.2 | -9.6
CCOc1c2ccc(C(=O)N[C@H](C)C3CCCCC3)cc2nn1CC | 26.4 | 15.0

2 neighbouring entries out of the list so far, quoted:
SMILES | TAG inh | TAG inh DAPI viability
CCOC(=O)C1C(c2cc(OC)c(OC)c(OC)c2)NC(=S)NC1(O)C(F)(F)F (stereo not given) | 1.1 | -2.2
CC[C@]1(C(=O)OC)[C@H]2C(=O)N(Cc3ccccc3)C(=O)[C@H]2[C@H]2CN=C(SCC3CC3)N21 | -2.2 | -9.6

Random excerpt: three records from the list
SMILES | TAG inh | TAG inh DAPI viability
CC[C@]1(C(=O)OC)[C@H]2C(=O)N(Cc3ccccc3)C(=O)[C@H]2[C@H]2CN=C(SCC3CC3)N21 | -2.2 | -9.6
CC1=C(C(=O)Nc2ccccn2)C(c2ccc3c(c2)OCO3)C2=C(CC(C)(C)CC2=O)N1 (stereo not given) | 0.2 | 3.7
O=S1(=O)CCN(Cc2ccccc2)CC1 | -6.6 | -5.7

The list continues:
SMILES | TAG inh | TAG inh DAPI viability
CCN(CC)CCn1c2c(c(SCC(=O)Nc3ccc(F)c(F)c3)nc1=O)CCC2 | 11.2 | 2.8
CCOc1ccccc1C1C(C#N)=C(N)Oc2cc(C)n(Cc3ccccn3)c(=O)c21 (stereo not given) | 15.6 | -9.9
N#Cc1ccc(-c2ccccc2)nc1Sc1ccc(F)cc1 | 1.7 | 5.6
Cc1ccc(-c2cc(-c3ccco3)c(C#N)c(=O)[nH]2)cc1 | -10.3 | 11.8
CCC(NS(=O)(=O)c1cnn(CC)c1)c1ccccc1 (stereo not given) | -9.6 | -1.7
CSc1ncccc1C(=O)OCC(=O)N1CCCC1 | -12.4 | 4.8
C#CCOCCOCCOCCNc1nc(N2CCOCC2)nc(N2CCN(C(=O)[C@H](CCCCN)n3cc(CCC(=O)O)nn3)CC2)n1 | -25.5 | 3.8
CC(NC(=O)COC(=O)CN1C(=O)c2ccccc2C1=O)c1ccccc1 (stereo not given) | -7.4 | 3.6
CCC(C(=O)N1CCc2ccccc2C1)n1nc(C)n2c(cc3occc32)c1=O (stereo not given) | -16.7 | -0.9
Cc1c(Cl)cccc1NC(=O)N1CCCN(c2nc(-c3ccccc3)ns2)CC1 | 4.7 | -4.0
CCCCN(C(=O)c1cccc(N2C(=O)c3ccccc3C2=O)c1)c1c(N)n(CCCC)c(=O)[nH]c1=O | -3.9 | 6.6
CCCCCC(C)NC(=O)c1ccoc1C (stereo not given) | 44.3 | -15.7
COc1ccc(Cc2nc3ccc(C(=O)NCCn4cccn4)cc3o2)cc1 | 1.9 | -6.1
O=C(Cn1cnc2c(nnn2-c2ccccc2)c1=O)N1CCC(Cc2ccccc2)CC1 | 10.6 | 2.2
CCc1ccc(N2CC(C(=O)OCC(=O)Nc3cc(C)on3)CC2=O)cc1 (stereo not given) | -0.9 | -3.5
Cc1cc(C(c2cc(C)c(N)c(C)c2)c2ccco2)cc(C)c1N | 1.6 | 0.0
CCOC(=O)c1c(NC(=O)CSc2ccccc2C(=O)O)sc(C)c1C | 3.2 | -4.4
Cc1cc(C)c2c(CC(=O)NN(C)C)coc2c1 | -8.4 | 2.1
CC(C)C[C@@H](CO)N1CCN(CCCc2ccccc2)CCC1=O | -4.3 | -2.9
COC(=O)c1cccc(-c2ccc(C(c3c(C)[nH][nH]c3=O)c3c(C)[nH][nH]c3=O)o2)c1 | -3.5 | 6.1
COc1cccc(CNC(=O)c2n[nH]c3ccccc23)c1 | -35.4 | -7.4
Cc1ccsc1C(=O)N1CCCC(CCC(=O)NCc2ccc(F)c(F)c2)C1 (stereo not given) | -2.2 | -9.2
CCCCn1c(O)c(N=NC(=O)c2ccncc2)c2cc(Br)ccc21 | -2.4 | -1.3
CCc1ccc2c(c1)NC(=O)C2(C)Cc1ccc(F)cc1 (stereo not given) | 0.0 | -1.6
O=C(N[C@@H]1C/C=C\C[C@@H](CC(=O)N(CCO)Cc2ccccc2)C(=O)NCCOC1=O)OCC1c2ccccc2-c2ccccc21 | -17.0 | -5.5
C(=Cc1c[nH]c2ccccc12)c1nccc2ccccc12 | -63.2 | 0.7
O=C(C1CC=CCC1)N1CCN(S(=O)(=O)c2ccc(F)cc2)CC1 (stereo not given) | -8.7 | 2.9
CC(OC(=O)CCNS(=O)(=O)c1ccccc1)C(=O)Nc1ccc(S(=O)(=O)N2CCCCC2)cc1 (stereo not given) | -0.8 | -2.8
COc1ccc(C(C)=O)cc1COC(=O)CCNS(=O)(=O)c1ccc(C(C)=O)cc1 | -13.9 | 3.9
CCCCCCOC(=O)C(C#N)c1nc2ccccc2nc1N1CCN(CC)CC1 (stereo not given) | 34.0 | -14.0
O=C(Nc1ccc(Cl)cc1)c1csc([C@@H]2O[C@H](CO)[C@H](O)[C@H](O)[C@H]2O)n1 | 3.0 | 4.1
Cc1c(C(=O)NCC(C)C)sc2nc(-c3ccc(F)cc3)cn12 | -6.8 | 5.0
CCCN(Cc1cc2ccccc2[nH]c1=O)C(=O)c1cccc([N+](=O)[O-])c1 | 4.8 | -4.5
COc1ccc(CC(=O)NC(=S)Nc2ccc(S(=O)(=O)NC(C)(C)C)cc2)cc1 | -12.0 | 7.0
O=C(COC(=O)Cc1ccc(S(=O)(=O)N2CCOCC2)s1)NCc1ccccc1 | 7.9 | 7.4
O=C(N/N=C\c1ccc(O)c([N+](=O)[O-])c1)C1COc2ccccc2O1 (stereo not given) | -16.2 | 12.6
CCS(=O)(=O)N1Cc2ccccc2CC1C(=O)Nc1ccccc1OC (stereo not given) | 3.3 | 0.3
COc1cccc(/C=C/C(=O)OCC(=O)c2c(N)n(C)c(=O)n(C)c2=O)c1 | -0.3 | -2.2
O=C(NCCN1CCOCC1)c1ccc2c(c1)ncn2C1CCCCC1 | -4.4 | 1.6
CCOC(=O)C1CCN(c2c(NCc3ccc(C(=O)NC(C)CC)cc3)c(=O)c2=O)CC1 (stereo not given) | 9.2 | -3.2
CCN(CC)CCCNC(=O)CSc1nc(C)cc(C)n1 | 12.2 | -3.1
NC(=S)NN=C1CCCCCCCC1 | -11.4 | -2.8
CCOC(=O)c1c(CC(C)C)csc1N | 2.0 | 5.9
CC(C)CCC(C)NC(=O)Cc1ccc(S(=O)(=O)N2CCOCC2)s1 (stereo not given) | -5.7 | -8.3
COc1cccc(CN2CCNC(=O)C2CC(=O)NCCc2ccccn2)c1 (stereo not given) | -5.2 | 2.0
COc1ccc(C)cc1NC(=O)NNC(=O)c1ccoc1C | -5.5 | 4.0
CNc1nc(C)nc(N/N=C/c2ccccc2)n1 | -4.8 | -0.1
Cc1cc(C)c(C(=O)COC(=O)C2CC3CCCC(C2)C3=O)c(C)c1 (stereo not given) | -12.3 | 9.6
COc1cccc(CN2CC(C(=O)NCCc3ccc(C)s3)CCC2=O)c1 (stereo not given) | 0.1 | 1.9
CC1(Cc2cc(Cl)ccc2C(F)(F)F)C(=O)Nc2ccc(S(=O)(=O)NC3CCCCC3)cc21 (stereo not given) | 1.9 | 2.4

(more compounds)
SMILES | TAG inh | TAG inh DAPI viability
Cc1ccc(S(=O)(=O)N2CCN(CC(=O)NC3CCCc4ccccc43)CC2)c(C)c1 (stereo not given) | 21.5 | 1.7
O=C1CN(C(=O)COC(=O)CCS(=O)(=O)c2ccccc2)c2ccccc2N1 | 9.4 | -2.5
COc1ccc(C/C(C)=N/NC(=O)c2ccncc2)cc1 | 6.0 | -7.2
CC1=CN2C(=N)/C(=C/c3ccc(C)o3)C(=O)N=C2S1 | 1.0 | -1.9
Nc1c(C(=O)NC2CCCC2)c2nc3ccccc3nc2n1/N=C/c1cccnc1 | 68.5* | 43.3*
COc1ccc(S(=O)(=O)NCC2CCCN(C(=O)C=C(C)C)C2)cc1 (stereo not given) | 12.8 | -11.0
C[C@@H]1CN([C@@H](C)CO)C(=O)c2cc(NC(=O)Nc3ccccc3)ccc2O[C@@H](C)CCCCO[C@H]1CN(C)C(=O)Nc1ccc(C(F)(F)F)cc1 | 1.7 | -4.1
CCOC(=O)c1oc2cc(O)cc(C)c2c1C | -1.0 | -2.6
O=C(CSc1nnc(NC(=O)c2c(F)cccc2F)s1)NCc1ccc(F)cc1 | -10.4 | -1.8
NS(=O)(=O)c1ccc(CCNC(=O)C2CCN(C(=O)Nc3ccccc3)CC2)cc1 | -8.4 | 2.7
Cc1ccc2oc(=O)c3cnn(CC(=O)N(CCCN4CCOCC4)Cc4ccco4)c3c2c1 | 11.5 | 0.6
CCC1CCCCN1S(=O)(=O)c1ccc(C(=O)N(CCCN(C)C)c2nc3cc4c(cc3s2)OCO4)cc1 (stereo not given) | 11.0 | 1.9
Cc1cc(C(=O)OCC(=O)Nc2ccccc2Br)c(C)o1 | 2.8 | 0.0
COc1ccc(C)cc1NC(=O)C(=O)NNC(=O)c1ccco1 | -15.4 | 1.2
Cc1ccc(OCCSc2nc(N)cc(N)n2)cc1 | 5.3 | -2.8
COc1ccc(C(=O)N2CCN=C2c2ccccc2)cc1OC | -34.4 | -3.8
C=CCSc1nc2ccccc2n1Cc1nnc(-c2cccs2)o1 | -13.5 | 2.8
CCCC(=O)Nc1ccc(NC(=O)c2cccc(OC)c2)nc1 | -12.8 | -4.0
Cc1ccccc1-c1cc2nc(NCc3ccccc3)n(C)c(=O)c2s1 | 20.7 | -0.5
CN(C)C(CNC(=O)c1cccc(S(=O)(=O)NCc2ccccc2)c1)c1ccco1 (stereo not given) | -7.4 | -0.6
CCCn1nc(C(=O)NCCc2ccc(S(N)(=O)=O)cc2)c2ccccc2c1=O | -8.9 | -0.1

Only part of the results is shown. The share of hits here may be higher or lower than overall.
